E coli growth: E. coli V3065 growth inhibition, primary screen, counter-screen for AddAB inhibitor project, absorbance, OD600; 18 h; inhibition, % at 11.9 µM; 0.27% of 330,000 active;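 active means inhibition above the campaign's mean inhibition across all tested compounds plus 3 SD, cut at about 9.9% in these data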;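 further: uninfected addAB+ strain grown without phage in ampicillin broth; 0% = DMSO wells and 100% = ciprofloxacin 0.95 µg/ml wells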
phage Ecoli inh: growth loss of phage-infected E. coli, primary screen, RecBCD inhibitor project, absorbance, with phage, HTS | 0.26% of 360,000 active | inhibition, % at 11.9 µM; in the data active means inhibition above about 11%
HTR5A ag ctr: HTR5A agonists in luminescence cell assay, primary screen, counter-screen for OPRM1-OPRD1 heterodimer agonist project, full-deck HTS; 5-hydroxytryptamine receptor 5A (Homo sapiens), P47898; cell-based; activation, % at 9.3 µM; 0.61% of 340,000 active; AID 504692, 2011; in the data active means activation mostly above about 9.5%, no sharp cut-off; inactive means mostly below about 7.6%;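 further: 0% = cells with vehicle only and 100% = reference agonist; strong numbers were not always called active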
PKA-R1A activ: activators of PKA-R1A holoenzyme, primary screen, biochemical, fluorescence polarization, Cy5-IP20, bovine R1A, mouse PKAc; cAMP-dependent protein kinase type I-alpha regulatory subunit (Bos taurus) + …; PKA-R1A dissociation; scaled: DMSO 0%, 113 µM cGMP 100%; activation, % at 11.4 µM; 0.083% of 340,000 active; AID 504707, 2011;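 active means percent activation above the mean of all tested compounds plus 3 SD, cut at about 19% in these data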;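 further: higher means more PKAc released from R1A so a rise in polarization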
AddAB inh: growth inhibition of E. coli expressing H. pylori AddAB, primary screen, AddAB inhibitor project, absorbance; inhibition, % at 11.9 µM; 0.29% of 330,000 active; in the data active means inhibition above about 12%;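 further: 0% = vehicle wells of infected cells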
HTR5A inv ag: HTR5A inverse agonists in luminescence cell assay, primary screen, counter-screen for OPRM1-OPRD1 heterodimer inverse agonist project, full-deck HTS; inhibition, % at 9.3 µM; 0.083% of 340,000 active; HTR5A cell line, inverse agonism; in the data active means inhibition mostly above about 23%, no sharp cut-off; inactive means mostly below about 18%;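 further: 0% = cells with DMSO and 100% = no-cell wells with DMSO; some compounds called inactive have numbers as strong as hits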
OPRM1-OPRD1 ag: agonists of OPRM1-OPRD1 heterodimerization, primary screen, cell-based, luminescence. 0.3% of 340,000 active. AID 504326, 2011. Mu-type opioid receptor (Homo sapiens) + Delta-type opioid receptor (Homo sapiens), …. cells. activation, % at 9.3 µM; in the data active means activation above about 18%;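 further: 0% = vehicle-treated cells and 100% = reference agonist; values of inactives mirror those of a sister screen read the other way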
Mot1-301 SUMO: yeast Mot1-301 growth rescue at high temperature, primary screen, SUMOylation pathway inhibitor project, S. cerevisiae, ATP luminescence, 38.5C. growth rescue, % at 18.8 µM. S. cerevisiae Mot1-301 growth rescue; percent above DMSO median, 100 means doubled. 1% of 320,000 active. AID 2716, 2010;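 active means every valid replicate shows activation above 250% relative to neutral control wells; inactive means the rest, any valid replicate at or below 250%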;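 further: OY570 slx delta 5 strain wells were the positive control but not used for scaling; some compounds called inactive have numbers as strong as hits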
Pemphigus Ab inh: inhibitors of pemphigus antibody binding to DSG3, primary screen, biochemical, bead-based, flow cytometry, scFv-GFP. Desmoglein-3 (Homo sapiens), P32926. DSG3-coupled beads, scFv-anti-DSG3-GFP binding; hits give low values. binding (percent of control), % at 10 µM. 0.48% of 310,000 active. AID 588358, 2011;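 active means binding more than 3 SD below its plate's average and above zero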;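 further: hits lower antibody fragment binding to DSG3; some compounds called inactive have numbers as strong as hits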
Target sequence (P32926 whole entry, looked up, the tested form may be a part): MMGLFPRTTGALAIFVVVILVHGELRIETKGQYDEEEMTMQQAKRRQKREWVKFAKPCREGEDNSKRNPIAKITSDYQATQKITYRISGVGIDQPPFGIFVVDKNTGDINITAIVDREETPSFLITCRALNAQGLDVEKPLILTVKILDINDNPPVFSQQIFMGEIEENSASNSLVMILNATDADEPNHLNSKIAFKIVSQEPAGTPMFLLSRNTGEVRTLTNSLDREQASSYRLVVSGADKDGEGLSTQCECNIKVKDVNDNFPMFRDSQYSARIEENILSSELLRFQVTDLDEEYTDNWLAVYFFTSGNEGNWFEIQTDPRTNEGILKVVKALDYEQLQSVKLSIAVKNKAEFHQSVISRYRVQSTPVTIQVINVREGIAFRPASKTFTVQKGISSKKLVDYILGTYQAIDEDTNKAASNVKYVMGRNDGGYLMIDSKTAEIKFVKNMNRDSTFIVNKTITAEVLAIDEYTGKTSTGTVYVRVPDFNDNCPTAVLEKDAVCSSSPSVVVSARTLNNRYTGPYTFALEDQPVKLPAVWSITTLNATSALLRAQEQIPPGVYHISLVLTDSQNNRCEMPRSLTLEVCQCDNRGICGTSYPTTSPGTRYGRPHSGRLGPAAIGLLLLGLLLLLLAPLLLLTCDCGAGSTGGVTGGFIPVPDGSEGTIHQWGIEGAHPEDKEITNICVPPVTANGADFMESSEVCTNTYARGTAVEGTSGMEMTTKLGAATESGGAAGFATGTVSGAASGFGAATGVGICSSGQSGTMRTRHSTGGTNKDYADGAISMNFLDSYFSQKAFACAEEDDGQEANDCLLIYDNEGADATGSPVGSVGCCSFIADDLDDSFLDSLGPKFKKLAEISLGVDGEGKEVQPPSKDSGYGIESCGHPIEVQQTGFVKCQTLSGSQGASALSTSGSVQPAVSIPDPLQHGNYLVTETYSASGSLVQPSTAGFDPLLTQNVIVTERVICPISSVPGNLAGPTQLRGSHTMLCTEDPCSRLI
PfHsp90 yeast 2: growth inhibition of PfHsp90-expressing yeast, primary screen, antimalarial PfHsp90 inhibitor project, S. cerevisiae, BacTiter-Glo luminescence, single point, set 2; 0.32% of 310,000 active; AID 504621, 2011; BacTiter-Glo ATP, 48 h; yeast lacking PDR1 and PDR3 efflux regulators; inhibition, % at 9.4 µM;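 active means every replicate shows inhibition above about 80%, whatever the replicate mean, limit read from the data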;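 further: 0% = DMSO neutral controls and 100% = 20 µM radicicol positive controls; yeast relying on Plasmodium falciparum Hsp90 in place of its own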
OPRM1-OPRD1 inv: inverse agonists of MOR-DOR heterodimerization, primary screen, cell-based, luminescence. Mu-type opioid receptor (Homo sapiens) + Delta-type opioid receptor (Homo sapiens), …. cell-based MOR-DOR heterodimer luminescence, inverse agonism. inhibition, % at 9.3 µM. 0.21% of 340,000 active. AID 504357, 2011; in the data active means inhibition above about 22%, passing the limit was not always enough;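 further: 0% = cells with DMSO and 100% = wells without cells with DMSO; values of inactives mirror those of a sister screen read the other way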
An asterisk follows results filed as active; · = no result given.

Short keys – A = E coli growth; B = phage Ecoli inh; C = HTR5A ag ctr; D = PKA-R1A activ; E = AddAB inh; F = HTR5A inv ag; G = OPRM1-OPRD1 ag; H = Mot1-301 SUMO; I = Pemphigus Ab inh; J = PfHsp90 yeast 2; K = OPRM1-OPRD1 inv
compound: CC(NC(=O)CN1CCN(Cc2ccc(Cl)cc2)C1=O)c1ccc2c(c1)OCCO2 (stereo unspecified)
  A: 0.7 | B: -0.2 | C: 6 | D: -1 | E: 2.1 | F: -16 | G: -1.3 | H: 78 | I: 105 | J: 16 | K: 8

compound: O=C1NC[C@H](Cc2ccccc2)N(C[C@H]2CCCN2C[C@H](Cc2ccccc2)N2C[C@H](Cc3ccc(O)cc3)N(CC3CCCCCC3)C(=O)C2=O)C1=O
  A: · | B: 3.5 | C: -1 | D: -10 | E: · | F: 3 | G: -1.8 | H: · | I: 102 | J: -29 | K: 8

compound: CC(Cc1ccccc1)C(=O)NCc1ccncc1 (stereo unspecified)
  A: -0.9 | B: 2.7 | C: -1 | D: 5 | E: 2.4 | F: 2 | G: -0.4 | H: -10 | I: · | J: 12 | K: 2

compound: COc1ccc(OCC(=O)Nc2cc(-c3nn(C)c(=O)c4ccccc34)ccc2N2CCOCC2)cc1
  A: 2.3 | B: -0.3 | C: 0 | D: 6 | E: -0.3 | F: 27 | G: -2.6 | H: -3 | I: · | J: -7 | K: 13

compound: COc1cccc(-c2ccc3nnc(SCC(=O)Nc4ccc(NC(C)=O)cc4)n3n2)c1
  A: 0.3 | B: 4.4 | C: -1 | D: 0 | E: -1.9 | F: 11 | G: 1.5 | H: 28 | I: 104 | J: 0 | K: -10

compound: C/C(=N\Nc1nc(N2CCCCCC2)nc(N2CCCCCC2)n1)c1ccccc1
  A: 0.2 | B: 4.3 | C: 3 | D: -10 | E: -1.6 | F: -7 | G: -0.9 | H: -21 | I: 96 | J: 6 | K: 4

compound: CC(=O)Nc1ccc(SCC(=O)N(CCC#N)c2cc(C)cc(C)c2)cc1
  A: 0.4 | B: 0.3 | C: -1 | D: -11 | E: -0.6 | F: -1 | G: -0.8 | H: -6 | I: 83 | J: · | K: 4

compound: CCCc1cc(=O)[nH]c(SCC(=O)CSc2nc(CCC)cc(=O)[nH]2)n1
  A: 1.2 | B: 0.5 | C: -6 | D: -4 | E: -1.7 | F: -1 | G: -1.0 | H: -21 | I: 105 | J: 34 | K: 6

compound: COc1ccccc1-n1c(CNC(=O)c2cccs2)n[nH]c1=S
  A: -2.6 | B: 4.5 | C: 1 | D: -1 | E: -0.2 | F: -3 | G: -1.6 | H: -5 | I: 107 | J: 13 | K: 9

compound: CCN1CCN(c2ccc(N3CCN(C(=O)c4ccc(Br)o4)CC3)nn2)CC1
  A: -2.3 | B: 3.8 | C: 0 | D: 6 | E: 2.7 | F: 14 | G: 0.4 | H: · | I: 98 | J: 0 | K: -3

compound: O=C(O)c1ccc2c(c1)C(=O)N(CCCCCCCN1C(=O)c3ccc(C(=O)O)cc3C1=O)C2=O
  A: -1.9 | B: -19 | C: -1 | D: -10 | E: 1.8 | F: 3 | G: -1.0 | H: 3 | I: 115 | J: 41 | K: 5

compound: CCOC(=O)C(=Cc1ccc2c(c1)OCO2)c1ccccc1
  A: · | B: 3.7 | C: 4 | D: -5 | E: · | F: -13 | G: 4.1 | H: · | I: 93 | J: · | K: -22

compound: CCc1ccc(OCC(=O)NC(NC(=S)Nc2ccccc2C)C(Cl)(Cl)Cl)cc1 (stereo unspecified)
  A: 2.9 | B: 6.0 | C: 7 | D: -6 | E: 1.0 | F: -3 | G: 8.1 | H: 0 | I: 85 | J: 4 | K: -41

compound: CCCC(C(=O)NC1CCCC1)N(C(=O)Cn1nnc(-c2ccc(C)o2)n1)C1CCCC1 (stereo unspecified)
  A: 1.5 | B: · | C: -2 | D: 3 | E: -0.7 | F: -2 | G: 1.8 | H: 61 | I: 90* | J: · | K: -10

compound: C=CCNc1nnc(-c2ccncc2)s1
  A: 1.6 | B: 2.3 | C: 0 | D: -2 | E: 2.9 | F: 0 | G: -0.8 | H: -4 | I: · | J: -5 | K: 4

compound: CCN(CC)CCn1c2c(c(SCC(=O)Nc3ccccc3Cl)nc1=O)CCC2
  A: 1.9 | B: 3.3 | C: 4 | D: -11 | E: 4.2 | F: 8 | G: -3.2 | H: -25 | I: 99 | J: 1 | K: 18

compound: CS(=O)(=O)N(CC(=O)NCCSC1CCCCC1)c1cccc(F)c1
  A: -1.9 | B: 1.0 | C: 1 | D: -6 | E: 2.8 | F: -3 | G: 0.2 | H: 34 | I: 100 | J: 4 | K: -1

compound: COc1ccc(C(CNC(=O)CN2C(=O)NC(C)(c3ccc4ccccc4c3)C2=O)N2CCCC2)cc1 (stereo unspecified)
  A: · | B: -0.1 | C: 0 | D: -8 | E: · | F: -4 | G: 2.8 | H: · | I: 117 | J: -7 | K: -11

compound: CC1=CC=CN2C1=NC(=O)CC2(C)C(=O)N(CC(=O)NC1CCCC1)c1cc(C)cc(C)c1 (stereo unspecified)
  A: 1.7 | B: 2.7 | C: 2 | D: 1 | E: -0.2 | F: -5 | G: -2.1 | H: 42 | I: 101 | J: 14 | K: 11

compound: Cc1nn(C)c(C)c1NC(=O)CCSc1nc(-c2ccco2)cc(C(F)(F)F)n1
  A: -0.9 | B: 2.2 | C: 0 | D: -5 | E: -1.6 | F: -1 | G: -1.5 | H: 3 | I: 77 | J: -5 | K: 8

compound: Nc1ncnc2c1ncn2[C@@H]1O[C@H](CNCc2ccccc2OCC(=O)N2CCCCC2)[C@@H](O)[C@H]1O
  A: -1.8 | B: 1.5 | C: 5 | D: -4 | E: 0.8 | F: -20 | G: -2.1 | H: -20 | I: 103 | J: 7 | K: 10

compound: COc1ccc(/C=N/NC(N)=S)cc1OC(=O)c1cccc2ccccc12
  A: 4.4 | B: 1.2 | C: 4 | D: 0 | E: 1.2 | F: -23 | G: -1.0 | H: 19 | I: 95 | J: · | K: 5

compound: COC(=O)C1CCN(C(=O)COc2ccc(S(=O)(=O)N3CCOCC3)cc2Cl)CC1
  A: -1.6 | B: 0.1 | C: -3 | D: 3 | E: -1.3 | F: 10 | G: -1.7 | H: -8 | I: 90 | J: 17 | K: 7

compound: O=C(c1cccc(S(=O)(=O)N2CCN(c3ccccc3)CC2)c1)N1CCCC(C(F)(F)F)C1 (stereo unspecified)
  A: -1.2 | B: 1.6 | C: -7 | D: 10 | E: 4.9 | F: 17 | G: -1.1 | H: 31 | I: 97 | J: · | K: 6

A second format for some results above.
compound	E coli growth	phage Ecoli inh	HTR5A ag ctr	PKA-R1A activ	AddAB inh	HTR5A inv ag	OPRM1-OPRD1 ag	Mot1-301 SUMO	Pemphigus Ab inh	PfHsp90 yeast 2	OPRM1-OPRD1 inv
CC(=O)Nc1ccc(SCC(=O)N(CCC#N)c2cc(C)cc(C)c2)cc1	0.4	0.3	-1	-11	-0.6	-1	-0.8	-6	83	·	4
CCCc1cc(=O)[nH]c(SCC(=O)CSc2nc(CCC)cc(=O)[nH]2)n1	1.2	0.5	-6	-4	-1.7	-1	-1.0	-21	105	34	6
COc1ccccc1-n1c(CNC(=O)c2cccs2)n[nH]c1=S	-2.6	4.5	1	-1	-0.2	-3	-1.6	-5	107	13	9
CCN1CCN(c2ccc(N3CCN(C(=O)c4ccc(Br)o4)CC3)nn2)CC1	-2.3	3.8	0	6	2.7	14	0.4	·	98	0	-3
O=C(O)c1ccc2c(c1)C(=O)N(CCCCCCCN1C(=O)c3ccc(C(=O)O)cc3C1=O)C2=O	-1.9	-19	-1	-10	1.8	3	-1.0	3	115	41	5
CCOC(=O)C(=Cc1ccc2c(c1)OCO2)c1ccccc1	·	3.7	4	-5	·	-13	4.1	·	93	·	-22
CCc1ccc(OCC(=O)NC(NC(=S)Nc2ccccc2C)C(Cl)(Cl)Cl)cc1 (stereo unspecified)	2.9	6.0	7	-6	1.0	-3	8.1	0	85	4	-41

2 entries picked at random from the list so far:
Short keys – A = E coli growth; B = phage Ecoli inh; C = HTR5A ag ctr; D = PKA-R1A activ; E = AddAB inh; F = HTR5A inv ag; G = OPRM1-OPRD1 ag; H = Mot1-301 SUMO; I = Pemphigus Ab inh; J = PfHsp90 yeast 2; K = OPRM1-OPRD1 inv
compound: COc1ccc(OCC(=O)Nc2cc(-c3nn(C)c(=O)c4ccccc34)ccc2N2CCOCC2)cc1
  A: 2.3 | B: -0.3 | C: 0 | D: 6 | E: -0.3 | F: 27 | G: -2.6 | H: -3 | I: · | J: -7 | K: 13

compound: COC(=O)C1CCN(C(=O)COc2ccc(S(=O)(=O)N3CCOCC3)cc2Cl)CC1
  A: -1.6 | B: 0.1 | C: -3 | D: 3 | E: -1.3 | F: 10 | G: -1.7 | H: -8 | I: 90 | J: 17 | K: 7
